# OX1R antag-1 – antagonists of human orexin 1 receptor (OX1R); O43613; inhibition, % at 6.6 µM; AID 485270; 330,000 tested, 1.8% active; OX1R-expressing cells, FRET antagonist read-out; in the data active = inhibition mostly above about 38%, no sharp cut-off; inactive = mostly below about 40%;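 also: 0% = agonist challenge alone and 100% = reference antagonist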
# Target sequence (O43613 whole entry, looked up): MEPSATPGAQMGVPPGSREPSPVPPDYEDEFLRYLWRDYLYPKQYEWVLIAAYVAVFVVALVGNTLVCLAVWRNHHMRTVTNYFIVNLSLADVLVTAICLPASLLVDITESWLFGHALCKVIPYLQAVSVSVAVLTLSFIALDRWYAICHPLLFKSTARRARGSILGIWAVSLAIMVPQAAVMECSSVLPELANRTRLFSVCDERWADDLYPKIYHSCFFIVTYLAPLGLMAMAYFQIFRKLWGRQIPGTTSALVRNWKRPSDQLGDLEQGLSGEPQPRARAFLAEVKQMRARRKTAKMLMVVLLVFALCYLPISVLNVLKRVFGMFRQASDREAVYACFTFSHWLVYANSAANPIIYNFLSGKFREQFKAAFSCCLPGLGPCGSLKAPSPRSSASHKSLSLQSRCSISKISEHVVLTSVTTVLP
# OX1R antag-2 – human HCRTR1 antagonism. AID 434989. O43613. inhibition, % at 5 µM. CHO/OX1R cells, Fluo-8 calcium fluorescence, orexin A. 330,000 tested, 0.43% active;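 active = inhibition above its plate's threshold, mean inhibition of all tested compounds on the plate plus 3 SD, cut at about 37% in these data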;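 also: 0% = orexin A challenge wells and 100% = SB-334867-A antagonist wells; not every result past the cut was called active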
# Active calls of the source: *.
OX1R antag-1	OX1R antag-2	smiles
7.1	-32.9	CC(NC(=O)CN(Cc1ccccc1)S(=O)(=O)c1ccccc1)c1cccnc1 (configuration not stated)
4.4	-20.2	Cn1c(=O)c2c(nc(N3CCCC3)n2C)n(C)c1=O
4.1	-20.7	CC(C)CCOc1ccc(C(=O)C[N+]2(C)CCOCC2)cc1
6.1	-27.5	CCN(C(=O)COC(=O)CNC(=O)c1sc2ccccc2c1Cl)C1CCCCC1
28.7	3.5	Cc1ccc(C(=O)Nc2ccc(SC(F)F)cc2)s1
14.5	-9.5	Nc1nc(SCC(=O)N2CCCCCC2)[nH]c(=O)c1NC(=O)c1ccco1
12.2	-11.9	COC(=O)C1=NN(c2ccccc2)C2C(=O)N(c3ccccc3OC)C(=O)C12 (configuration not stated)
-4.3	-27.0	Cc1c(Cl)cccc1NC(=O)CS(=O)(=O)c1ccccc1
15.9	-7.3	Nc1nc(-c2cccnc2)nn1C(=O)CCc1ccccc1
14.2	4.8	CCOC(=O)N1CCC2(CC1)C(C#N)=C(N)OC1=C2C(=O)CC(C)(C)C1
12.9	-29.6	COc1ccc(CC(=O)NCc2nn(-c3ccccc3)nc2C)cc1OC
6.9	-28.5	Cc1ccc(-c2noc(CCC(=O)NCc3ccccc3CN3CCOCC3)n2)cc1
7.6	-29.8	Cc1nc(SCC(=O)N2CCN(c3ccccn3)CC2)c(C#N)c(C)c1C
10.7	-7.2	Cc1ccc(C)c(NC(=O)CN(C)C(=O)c2cccc(Oc3ccccc3)c2)c1
14.5	-10.2	COc1ccc(OC)c2sc(NC(=O)C3COc4ccccc4O3)nc12 (configuration not stated)
26.2	2.2	CCOc1cc(N2CCOCC2)c(OCC)cc1NC(=O)c1cc(C)cc(C)c1
16.2	-9.1	COc1ccc(C(=O)NC(C)c2cnn(-c3ccccn3)c2C)o1 (configuration not stated)
26.5	3.2	Cc1cc(NS(=O)(=O)c2ccc(NC(=O)c3ccc([N+](=O)[O-])s3)cc2)nc(C)n1
8.0	13.5	COc1ccc(N(C(C)=O)C2C=CS(=O)(=O)C2)c(OC)c1 (configuration not stated)
26.1	-25.1	COC(=O)CNc1c(-c2ccccn2)nc2ccc(Br)cn12
14.6	-17.8	COc1ccccc1NC(=O)N1CCCC1C(=O)NCc1ccccc1 (configuration not stated)
-8.1	0.8	COCCN1CCN(C(=O)C2CCC(=O)N(Cc3ccccc3F)C2)CC1 (configuration not stated)
29.0	21.6	CN(CCc1ccccc1)C(=O)c1cccc(NC(=O)Cc2cccc([N+](=O)[O-])c2)c1
20.4	21.5	O=C(CN(c1cccc(C(F)(F)F)c1)S(=O)(=O)c1ccc(Cl)c([N+](=O)[O-])c1)NCc1ccccc1
18.0	-4.0	CCNC(=S)Nc1cc(C(=O)N2CCCC2)ccc1N1CCCC1
-9.8	-42.2	O=C(NCCCN1CCN(c2ccc(F)cc2)CC1)NC12CC3CC(CC(C3)C1)C2
10.5	-27.9	COc1ccc(NC(=O)CSc2nc3ccccc3nc2N2CCOCC2)cc1
4.7	1.8	CCN1C(=O)c2ccc(C(=O)Nc3c(C)cc(C)cc3C)cc2C1=O
5.7	-8.6	CC(=O)Nc1ccc(C(=O)Nc2cc(C)on2)cc1
23.0	-25.7	CCCC(=O)Nc1cccc(NC(=O)c2ccc(C)c([N+](=O)[O-])c2)c1
5.6	-13.3	CCCCN(CCCC)CCCNC(=O)CC1Oc2ccc(C)cc2NC1=O (configuration not stated)
-7.3	-14.2	O=S(=O)(Nc1n[nH]c(C(F)(F)F)n1)c1ccccc1
3.9	-11.4	COc1cc(CCC(=O)Nc2ccc(S(=O)(=O)N3CCOCC3)cc2)cc(OC)c1OC
-2.6	-21.5	CCOC(=O)C1CCN(C(=O)Nc2ccc(C)c(Cl)c2)CC1
13.2	-14.0	Cc1ccc(N(CC(=O)NC2CCCC2)C(=O)CCC(=O)Nc2nccs2)cc1C
5.6	1.1	COCCN(CCOC)S(=O)(=O)c1ccc(C(=O)Nc2ccc(S(=O)(=O)Nc3nccc(C)n3)cc2)cc1
22.9	-18.6	COc1cc(C(CCN2CCCC(C)C2)c2c(OC)cc(OC)c3c2OC(=O)CC3c2ccc(N(C)C)cc2)cc(OC)c1OC (configuration not stated)
2.6	-13.6	CCOc1ccc(/C=N/n2cnnc2)cc1
-14.3	-1.6	Cc1ccccc1NS(=O)(=O)c1ccc(OCC(=O)N2CCCC2)cc1
5.6	-31.7	COc1ccc(C2CC(c3cccs3)=NN2C(=O)COC(=O)C2CCCCC2)cc1OC (configuration not stated)
17.4	9.4	CCNC(=S)Nc1cccc(S(=O)(=O)Nc2ccccc2OC)c1
17.6	1.1	CS(=O)(=O)Nc1ccc2c3c(cccc13)CC2
5.3	1.0	O=C(NC1CC1)C1CCN(c2ccc(S(=O)(=O)N3CCOCC3)cc2Cl)CC1
2.8	-5.8	O=[N+]([O-])c1ccc(O)c(/C=N/Nc2ccccc2[N+](=O)[O-])c1
14.9	-3.1	COc1ccc(-c2nc(-c3ccc(Br)o3)no2)cc1OC
6.8	-20.4	COCCCNC(=O)c1ccc(CS(=O)(=O)c2ccc(OC)cc2)o1
5.0	-9.2	Cc1ccc(NS(=O)(=O)c2c(C)nc3sccn3c2=O)cc1
40.1*	-16.1	O=[N+]([O-])c1ccc(N2CCOCC2)cn1
16.6	-8.8	O=C(CCN1C(=O)c2ccccc2S1(=O)=O)Nc1ccccc1
23.2	-37.0	CC(=O)c1cccc(NC(=O)N2CCCC2C(=O)NCCC(C)C)c1 (configuration not stated)
3.4	-3.7	CCOC(=O)c1ccc(N2CN(CC)CNC2=S)cc1
10.4	-21.2	OC(COc1ccc(C2C=CCC2)cc1)CN1CCCCC1 (configuration not stated)
8.2	1.5	COc1ccc(-n2c(C)cc(C)c(C(C)=O)c2=S)cc1
20.1	-12.2	NC(=O)COc1ccc(-n2cnnn2)cc1
22.6	-19.5	CC(C)(C)C(=O)N1N=C(c2ccc(NS(C)(=O)=O)cc2)CC1c1cccs1 (configuration not stated)
10.7	-10.3	CC1CCc2c(c3ccccc3n2C(=O)CCl)C1 (configuration not stated)
9.1	-5.1	CCOc1ccc(C(=O)OCC(=O)N2CCCC2)cc1OCC
8.8	-18.0	O=C(Cn1nc(-c2ccccc2)ccc1=O)Nc1cccc(NC(=O)c2ccccn2)c1
58.7	8.3	CCn1cc(CNC(=O)/C=C/c2ccc([N+](=O)[O-])cc2)cn1
17.9	-3.8	O=C(CSc1ncnc2c1nnn2-c1ccc(F)cc1)NCc1ccco1

# Remaining list, next part.
OX1R antag-1	OX1R antag-2	smiles
8.4	-18.4	CCOc1ccccc1N1CCN(CC(=O)Nc2cc(C)on2)CC1
11.2	-0.2	Cc1ccc(NC(=O)c2ccc(CSc3nnnn3C)cc2)cc1
3.6	2.7	COc1cc(C2NC(=O)c3ccccc3O2)ccc1OC(C)C (configuration not stated)
8.5	-20.6	c1cc(CN2CCN(C3CCCCCC3)CC2)ccn1
7.9	-1.5	CCOC(=O)C(=Nc1ccc(Cl)cc1)NO
0.2	-29.7	CN(C)c1ccc(CN(C(=O)C2COc3ccccc3O2)C2CCS(=O)(=O)C2)cc1 (configuration not stated)
12.7	-8.1	O=C(Nc1ccnn1C1CCN(C/C=C/c2ccccc2)CC1)c1cccc(F)c1
30.9	-35.0	CCOc1ccc(Nc2c3c(nc4ncnn24)CC(C)CC3)cc1 (configuration not stated)
-1.0	-2.0	C[C@H](CO)N1C[C@H](C)[C@@H](CN(C)C(=O)Nc2ccccc2)Oc2ccc(NS(=O)(=O)c3cn(C)cn3)cc2C1=O
5.9	-51.7	CCCn1c(CN(Cc2ccccc2)Cc2ccccc2)nc2c1c(=O)n(C)c(=O)n2C
5.4	-13.2	CCOCc1nnc(NC(=O)COc2ccc3c(c2)OCO3)s1
37.6	-4.9	O=C(O)C1OC(Oc2cc3oc(-c4ccccc4)cc(=O)c3c(O)c2O)C(O)C(O)C1O (configuration not stated)
8.9	-15.6	O=S(=O)(c1cccc2cccnc12)N1CCN(c2ccccc2)CC1
2.6	-8.1	Cc1ccc(NS(=O)(=O)N2CCOCC2)cc1Cl
24.7	-20.6	CC1CCCC(NC(=O)COC(=O)c2ccc3ncsc3c2)C1C (configuration not stated)
18.0	-3.4	CCOc1ccc(NC(=O)COC(=O)c2ncc(Cl)c(Cl)c2Cl)cc1
5.6	-3.6	O=C(O)c1ccc(NS(=O)(=O)c2ccc(Cl)cc2)cc1
17.2	-28.7	OCCC1CN(Cc2cc(F)ccc2F)CCN1CCCc1ccccc1 (configuration not stated)
28.0	-21.8	C=CCSc1nncn1/N=C/c1ccc(OC)cc1
8.1	-4.2	CCn1cc(C2C(C(=O)Nc3cc(C)ccn3)=C(C)NC3=C2C(=O)CC(C)(C)C3)c(C)n1 (configuration not stated)
23.2	-12.1	CC1=C(C#N)C(c2cn(-c3ccccc3)nc2-c2cccs2)C(C#N)=C(C)N1
3.5	-19.1	CCOC(=O)[C@@H]1[C@H]2COc3ccccc3[C@@H]2N2C(=O)N(c3ccc(C(F)(F)F)cc3)C(=O)[C@@]12C
3.2	-6.7	CCCCN(Cc1nc2ccccc2c(=O)[nH]1)C(=O)COc1ccc(F)cc1Cl
1.8	-27.0	Cc1cc(NCCCN2CCOCC2)n2ncc(-c3ccccc3)c2n1
32.9	-20.6	Cc1cccc(NC(=O)CCc2nc3sc4c(c3c(=O)[nH]2)CCCC4)n1
11.1	-3.7	Cc1cc(C)n(CC(=O)c2ccc(Br)cc2)c(=O)c1C#N
15.6	-13.7	Cc1ccccc1OCC(=O)Nc1ccc(Cc2ccncc2)cc1
10.8	-1.8	O=C(COc1ccccc1)Nc1ccc(OC(F)(F)C(F)F)c(NC(=O)COc2ccccc2)c1
8.6	-16.9	CCCCSc1nc(CCC)cc(=O)[nH]1
-3.1	-11.7	O=C(CC(=O)NCc1ccc(Cl)cc1)NCc1ccccc1
17.0	-10.0	CCn1c(Cc2ccccc2)nnc1SCC(=O)c1cccc([N+](=O)[O-])c1
64.8	-14.3	COC(=O)c1cc2c(C)cc3ccc(C)cn3c-2c1C(=O)OC
7.3	-0.3	COc1ccc(CCNC(=O)CCCc2ccccc2)cc1
33.2	-28.2	COc1ccc(/C(O)=C2\C(=O)C(=O)N(c3cc(C)on3)C2c2cccc(OC)c2OC)cc1C (configuration not stated)
18.2	-32.9	CC(=O)NCc1nnc2c3ccccc3c(-c3ccccc3)nn12
6.2	-8.6	O=C(CSc1nnnn1-c1ccccc1)N1CCc2ccccc21

# High-throughput results from PubChem.
